Furin inh = human furin inhibitors, primary screen, biochemical, fluorescence intensity; P09958; purified furin, fluorogenic substrate cleavage; inhibition, % at 30 µM; actives 0.061% (n = 220,000); AID 463115, 2010; in the data active = inhibition above about 25%; also: inactives centre near -15
RBBP9 inh = human RBBP9 inhibitors, primary screen, biochemical, fluorescence polarization, FP-Rh probe, HTS; Serine hydrolase RBBP9 (Homo sapiens), O75884; recombinant RBBP9; inhibition, % at 7.94 µM; AID 1515, 2009; actives 0.2% (n = 220,000);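 active = inhibition above the campaign mean of all tested compounds plus 3 SD, cut at about 14% in these data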;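 also: plate controls were DMSO wells with RBBP9 for no effect and wells lacking RBBP9 protein for full effect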
Target sequence (O75884 whole entry, looked up): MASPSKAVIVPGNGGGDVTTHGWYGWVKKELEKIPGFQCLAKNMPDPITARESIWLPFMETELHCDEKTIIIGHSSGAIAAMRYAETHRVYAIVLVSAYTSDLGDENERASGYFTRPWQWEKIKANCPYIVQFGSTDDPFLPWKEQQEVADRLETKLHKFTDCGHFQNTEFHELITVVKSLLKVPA
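System: RBBP9 protein / Buffer or medium: Tris/NaCl buffer pH 8.0 with 0.1% Pluronic / Probe or stimulus: Serine-hydrolase probe FP-Rh, 375 nM pre-mixing / Dosing: 7.94 µM single dose, 0.794% DMSO / Times: enzyme-compound preincubation 30 min, then probe labeling 45 min, 25 °C / Technique: fluorescence polarization (mP), excitation 525 nm, emission 598 nm / Replication: singlicate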
PPC-1+TRAIL kill = compounds killing PPC-1 cancer cells with TRAIL present, primary screen, TRAIL potentiator project, ATPLite luminescence, uHTS | PPC-1 cells + TRAIL, ATPLite viability luminescence | cell killing (% activity), % at 4 µM | actives 0.41% (n = 220,000) | AID 1443, 2008;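 active = cell killing above 50% in the first pass at 4 µM, then a duplicate retest at 5 µM averaging 50% or more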;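 also: plate controls were cells with TRAIL plus DMSO for no effect and medium-only wells lacking cells for full effect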
Ba/F3 V617F tox = reduced viability of JAK2V617F-dependent Ba/F3 cells, primary screen, JAK2V617F inhibitor project, cell-based, Ba/F3 EpoR-JAK2V617F, luminescence | ATP luminescence | inhibition, % at 5.6 µM | actives 1.1% (n = 220,000) | AID 1446, 2008;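 active = inhibition above the campaign mean plus 3 SD over all tested compounds, cut at about 24% in these data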;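 also: cytokine-independent growth of Ba/F3 cells driven by EpoR plus mutant JAK2; 0% = DMSO-treated cells and 100% = JAK inhibitor I control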
p97 inhibitor = inhibitors of human p97 ATPase, primary screen, biochemical. recombinant p97 ATPase, Kinase-Glo ATP luminescence, 3 h. inhibition, % at 8 µM. actives 0.42% (n = 220,000); in the data active = inhibition above about 15%;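 also: 0% = DMSO vehicle and 100% = wells lacking enzyme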
TbHK1 inh = Trypanosoma brucei hexokinase 1 inhibitors, primary screen, biochemical, G6PDH-coupled NADH absorbance, MLSCN library; hexokinase 1 [Trypanosoma brucei]; recombinant TbHK1, G6PDH-coupled NADH A340; inhibition, % at 10 µM; actives 0.11% (n = 220,000); AID 1430, 2008;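 active = inhibition of 50% or more in the single-dose primary screen; inactive = inhibition below 50%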
NCF1 inh = p47phox/p22phox peptide binding inhibitors, primary screen, biochemical, uHTS, NADPH oxidase regulatory subunit | Neutrophil cytosol factor 1 (Homo sapiens), P14598 | fluorescence polarization, 2 h | inhibition, % at 24.7 µM | actives 0.53% (n = 220,000) | AID 1274, 2008;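 active = inhibition above about 30%, limit read from the data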;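 also: 0% = p47phox with labelled peptide and 100% = labelled peptide alone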
Target sequence (P14598 whole entry, looked up): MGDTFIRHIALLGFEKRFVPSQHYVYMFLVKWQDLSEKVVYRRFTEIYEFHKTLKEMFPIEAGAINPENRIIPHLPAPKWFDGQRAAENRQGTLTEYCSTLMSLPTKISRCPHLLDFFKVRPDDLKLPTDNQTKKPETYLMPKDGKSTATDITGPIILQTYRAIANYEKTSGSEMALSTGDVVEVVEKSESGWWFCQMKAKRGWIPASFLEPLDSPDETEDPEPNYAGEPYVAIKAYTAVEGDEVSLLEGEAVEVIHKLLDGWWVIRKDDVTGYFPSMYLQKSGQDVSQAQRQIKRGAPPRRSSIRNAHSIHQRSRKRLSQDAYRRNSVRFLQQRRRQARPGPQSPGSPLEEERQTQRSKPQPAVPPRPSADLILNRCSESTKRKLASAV
BaF3 parental = parental Ba/F3 cell viability inhibition, counter-screen for JAK2V617F inhibitor project, murine pro-B, CellTiter-Glo luminescence | inhibition, % at 5.6 µM | actives 1.1% (n = 220,000) | CellTiter-Glo ATP luminescence;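 active = inhibition above a per-campaign cutoff, the mean inhibition of all tested compounds plus 3 SD, cut at about 27% in these data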;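 also: 0% = DMSO wells and 100% = JAK Inhibitor I control wells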
EP2 antag = human EP2 receptor antagonists, primary screen, TR-FRET cAMP, C6 glioma cells; Prostaglandin E2 receptor EP2 subtype (Homo sapiens), P43116; C6 glioma cells expressing human EP2; cells stimulated with saturating PGE2; inhibition, % at 25 µM; actives 0.52% (n = 260,000); AID 1422, 2008;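 active = percent inhibition above 40 after rounding to a whole number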;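 also: rat C6 glioma host cells with rolipram phosphodiesterase inhibitor present; the protocol text gives 20 µM as final concentration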
Target sequence (P43116 whole entry, looked up): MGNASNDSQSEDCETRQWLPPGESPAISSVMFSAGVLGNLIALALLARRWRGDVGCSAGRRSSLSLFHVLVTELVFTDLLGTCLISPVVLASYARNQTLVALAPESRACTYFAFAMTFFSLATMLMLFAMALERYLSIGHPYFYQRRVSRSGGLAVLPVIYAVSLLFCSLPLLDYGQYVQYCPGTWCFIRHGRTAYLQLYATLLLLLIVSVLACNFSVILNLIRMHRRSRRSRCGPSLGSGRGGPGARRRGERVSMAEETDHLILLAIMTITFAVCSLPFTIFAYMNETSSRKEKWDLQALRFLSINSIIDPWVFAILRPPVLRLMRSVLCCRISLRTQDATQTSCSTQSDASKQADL
* marks the source's active call; other numbers are inactive results; . = no result given; & = joins results of further samples; [ ] = another dose, or the depositor's remark. Only part of the results is shown (hit frequency here may not be typical).

entry	Molecule	Furin inh	RBBP9 inh	PPC-1+TRAIL kill	Ba/F3 V617F tox	p97 inhibitor	TbHK1 inh	NCF1 inh	BaF3 parental	EP2 antag
1	Cc1ccccc1OCC(=O)OC1CCN(C)CC1	-3[20 µM]	4	36	-2	0	-4	-6	1	11
2	Cc1cc(C)nc(-n2nc(C)cc2NC(=O)CN2CCc3ccccc3C2)n1	-16	5	7	1	2	-15	-2	4	8
3	O=C(Cc1ccc([N+](=O)[O-])cc1)N/N=C/c1ccc([N+](=O)[O-])o1	-13	-7	8	-2	3	-17	-10	3	8
4	CN(C)c1ccc(NC(=O)c2cn(-c3ccccc3)nc2-c2cccs2)cc1	-16[20 µM]	2	-11	3	-1	-12	-8	8	4
5	Cc1cs/c(=N\N=C2CCCCC2)n1Cc1ccco1	-22	-9	8	-5	7	-6	-11	5	7
6	CCN1C/C(=C\c2cccc(C)c2)c2nc3ccccc3c(C(=O)O)c2C1	-11	-3	15	-1	0	-25	-17	4	5
7	N/C(=N\NC(=O)c1cccs1)c1cc2ccccc2oc1=O	4	-3	7	5	-1	-19	-3	13	5
8	COc1ccc(NS(=O)(=O)c2cccc(C(=O)N/N=C/c3ccc(O)cc3)c2)cc1	-16	-14	25	1	7	-8	-18	2	5
9	Oc1ccc(Br)cc1/C=N/Nc1ncc(-c2ccccc2)cn1	-8	-3	12	-5	2	-18	9	0	8
10	O=S(=O)(c1ccc(Sc2nnc3ccccn23)nc1)N1CCOCC1	-8	-1	6	-3	1	2	-5	-1	4
11	CCOc1ccc(C(c2c(C)[nH][nH]c2=O)c2c(C)[nH][nH]c2=O)cc1OC	-19	-3	5	-1	1	2	-7	8	24
12	Cc1ccc(NC(=O)COC(=O)C2CCC(=O)N2)c(S(=O)(=O)N2CCOCC2)c1 (stereo unspecified)	-9	-3	20	-5	4	16	3	1	12
13	O=C(Nc1ccc(Cl)c(Cl)c1)N1CCSCC1	18[20 µM]	3	22	3	3	3	-14	3	20
14	COc1ccc(Nc2oc(COc3ccc(C)cc3)nc2C#N)cc1	-3[20 µM]	5	5	4	6	1	-8	4	11
15	CCOC(=O)N1CCN(C(=O)C2COc3ccccc3O2)CC1 (stereo unspecified)	-20	-9	0	0	-6	-7	-2	2	5
16	OC(CN1C2=NCCN2c2ccccc21)c1ccc(Br)cc1 (stereo unspecified)	-28	-1	41	4	5	2	-6	2	18
17	Cc1ccc2c(c1)C(SCC(=O)NCCc1ccccc1)CC1(CCCC1)O2 (stereo unspecified)	-12	6	-3	0	5	-1	-4	4	6
18	O=C(O)c1cnn2c(C(F)(F)F)cc(-c3ccco3)nc12	-5	-8	12	4	-2	-18	1	4	12
19	NCCOc1ccc(C23CC4CC(CC(C4)C2)C3)cc1	-16	-10	-2	3	-7	15	-4	-3	3
20	CC(C)(C)NC(=O)NC(=O)COC(=O)c1ccc(OC(F)(F)F)cc1	-18	-3	6	-3	0	2	-14	2	5
21	COc1ccc2nc(C)cc(SCC(=O)N3CCCCC3)c2c1	-5	-4	5	0	2	-9	-2	3	3
22	CCOc1ccc(-c2nnc(SCC(=O)N3CCOCC3)o2)cc1	-23[20 µM]	-2	14	-6	4	0	1	0	10
23	Cc1c(Cc2ccc3c(c2)OCO3)sc(NC(=O)C2CC2)c1C(N)=O	-22	-6	-12	4	2	8	1	0	7
24	O=C(O)CS(=O)CC(=O)Nc1cccc(C(F)(F)F)c1 (stereo unspecified)	-24	5	31	-2	2	-2	-9	7	1
25	CSc1nnc2c(n1)OC=Nc1ccc(Br)cc1-2	-24	-6	-8	-4	4	-17	-11	-3	8
26	COc1ccc(Cc2nnc(NC(=O)CSc3ccccc3)s2)cc1OC	-2	-10	5	-1	-1	31	-4	5	5
27	C=CCNC(=S)NCC=C	-17	-8	7	1	-1	-17	0	0	18
28	CCC(=O)Nc1cc(NC(=O)CSc2nnc(C(C)C)n2CC)ccc1C	-15	12	12	-4	5	-2	-9	1	11
29	CCOC(=O)c1sc2nc(C3CC3)cc(-c3ccc(OC)cc3)c2c1N	-42	-5	12	3	-3	-5	-1	12	15
30	COc1ccc(N2CC(O)=C(c3nc(-c4ccc(Cl)cc4)cs3)C2=N)cc1	-16	-5	20	2	-3	-23	-11	4	16
31	C=C(C)C1CC=C(CN2CC(C)OC(C)C2)CC1 (stereo unspecified)	-2[20 µM]	-9	8	-5	-1	3	-4	1	2
32	O=C(NCC(c1cccnc1)N1CCOCC1)c1ccc2c(c1)OCO2 (stereo unspecified)	-21[20 µM]	-6	3	-1	4	-3	-7	1	8
33	S=C(Nc1cccc(Cl)c1)Nc1ccccc1Oc1ccccc1	1[20 µM]	0	-5	7	-3	11	-6	12	16
34	CC(C)Oc1ccc(CC2CC(=O)NC2=O)cc1 (stereo unspecified)	-23	-1	10	3	-1	-1	-11	7	3
35	N#Cc1ccccc1NC(=O)CNc1ccc(Cl)c(C(F)(F)F)c1	-3	-4	-40	-4	4	8	0	-3	9
36	COc1ccc(C(=O)N2CCc3cc(OC)c(OC)cc3C2c2cccc([N+](=O)[O-])c2)cc1OC (stereo unspecified)	-16[20 µM]	-2	23	2	0	-8	1	3	8
37	COc1ccc(C2/C(=C(/O)c3ccc(Cl)cc3)C(=O)C(=O)N2CCN2CCOCC2)c(OC)c1 (stereo unspecified)	-11	-2	-2	2	-2	-26	-23	4	.
38	Cc1ccc(NC(=O)c2cncc(Br)c2)c([N+](=O)[O-])c1	-17	-1	23	1	4	0	-3	7	4
39	Cc1nn2c(N3CCCC3)cc(C(C)C)nc2c1-c1ccccc1	-17	6	-1	-3	14	-7	-1	-3	12
40	COCc1ccc2oc(C(=O)O)cc2c1	-5	-10	20	5	-2	0	0	8	17
41	COCCN=C1Sc2nc3c(C)cccc3cc2CN1Cc1ccco1	8[20 µM]	-19	19	11	2	-5	-11	-2	14&13
42	COc1ccc(NC(=O)NNc2cc(N3CCOCC3)nc(N3CCOCC3)n2)cc1	-15	-3	13	-2	1	-1	5	8	13
43	CCc1c(O)nc(SCC(=O)N2CCOCC2)n(-c2ccccc2)c1=O	-20[20 µM]	-2	1	-1	0	2	-14	9	6
44	CCc1cc(=O)oc2c(C)c(OCC(=O)N3CCCc4ccccc43)ccc12	-19[20 µM]	0	12	0	-2	-16	-10	6	9
45	COc1ccc(C2=Nn3c(nnc3-c3cccnc3)SC2)cc1	-10[20 µM]	-4	11	1	5	-15	-1	3	5
46	CCN1CN(Cc2ccco2)CNC1=S	-25	-1	33	-3	5	1	-13	-1	4
47	CCS(=O)(=O)Nc1ccc(Cc2ccncc2)cc1	-15[20 µM]	0	24	-2	5	5	-12	2	13
48	COc1ccc(/C=C(\C#N)C(=O)OCC(=O)NC(=O)NCCC(C)C)cc1	-13	7	13	3	1	-9	-7	6	3
49	CC1(C)CC(=O)/C(=C(\O)CCCN2C(=O)c3ccccc3C2=O)C(=NCC(=O)O)C1	-23	-7	-3	-6	5	0	0	0	2
50	NS(=O)(=O)c1ccc(NC(=O)COC(=O)COc2ccc(Cl)cc2)cc1	-28	-3	6	4	-1	2	-8	9	18
51	CCOC(=O)c1c(C)[nH]c(C(=O)OCC(=O)N2CCc3ccccc32)c1C	2	1	4	-2	4	-6	14	3	.
52	Cc1ccc(OCCN2CCN(C(=O)CCC(=O)Nc3nnc(C(C)C)s3)CC2)cc1	-19	7	2	3	-2	-18	-9	6	13
53	Cc1ccc2c(c1)C1CN(C)CCC1N2C(=O)COc1ccccc1F (stereo unspecified)	-24	-7	-12	-4	6	-4	-4	-4	3
54	O=C(Nc1ccc(Cl)cc1Cl)c1n[nH]c(Cn2cncn2)n1	-14[20 µM]	-2	27	0	1	-1	-3	5	4
55	COc1ccccc1N1CCN(S(=O)(=O)c2c(C)[nH]c(=O)[nH]c2=O)CC1	-1	0	10	-3	1	-3	0	3	4
56	O=C1CC2(CCCCC2)Oc2ccc(OCC(=O)N3CCOCC3)cc21	-31	-4	-2	-3	-1	-8	-5	1	8
57	C/C(=N\NC(=O)COc1ccccc1-c1ccccc1)c1ccccn1	-5	-8	24	1	-4	6	-3	5	3
58	Cc1nnc(NC(=O)c2ccc3c(c2)C(=O)N(CCC(C)C)C3=O)s1	-16[20 µM]	-3	-11	4	-5	4	-7	5	0
59	CCOC(=O)NC1(C(F)(F)F)NC(=O)N(C2CCCCC2)C1=O (stereo unspecified)	-15[20 µM]	-5	12	-5	4	-4	-9	1	-6
60	CCSc1nnc2n(N)c(=O)c3ccccc3n12	-18[20 µM]	-10	5	0	-1	-3	-6	4	7

Shown in transposed form: part of the list above.
(42) COc1ccc(NC(=O)NNc2cc(N3CCOCC3)nc(N3CCOCC3)n2)cc1
(41) COCCN=C1Sc2nc3c(C)cccc3cc2CN1Cc1ccco1

entry no.	42	41
Furin inh	-15	8[20 µM]
RBBP9 inh	-3	-19
PPC-1+TRAIL kill	13	19
Ba/F3 V617F tox	-2	11
p97 inhibitor	1	2
TbHK1 inh	-1	-5
NCF1 inh	5	-11
BaF3 parental	8	-2
EP2 antag	13	14&13

(further entries)
entry	Molecule	Furin inh	RBBP9 inh	PPC-1+TRAIL kill	Ba/F3 V617F tox	p97 inhibitor	TbHK1 inh	NCF1 inh	BaF3 parental	EP2 antag
61	CCOc1ccc(NC(=O)C2CCCN(C(=O)Nc3ccccc3)C2)cc1 (stereo unspecified)	-18[20 µM]	-8	9	3	-1	-4	2	4	10
62	COc1ccc(-c2noc(C3CCCN(C(=O)c4ccccc4OC)C3)n2)cc1OC (stereo unspecified)	-18	-2	-6	-3	-1	0	-7	4	6
63	O=C(N/N=C/c1cnc(N2CCCCC2)s1)c1ccc(Cl)cc1	-1	-6	5	3	-2	-25	8	0	8
64	Cc1ccc(NC(=O)c2c(C)noc2C)cc1	-8[20 µM]	7	-10[5 µM]	-3	-4	-7	3	2	8
65	Cc1ccc(S(=O)(=O)Nc2cccc(-c3cn4ccsc4n3)c2)cc1	-11[20 µM]	-11	7	-3	3	9	-24	1	22
66	CCCCCCSc1cc(C)nc2ncnn12	-18	.	-14	.	.	-1	-1	.	8
67	O=C(Nc1ccc(N2CCOCC2)cc1)c1cc(-c2ccncc2)nc2ccccc12	-3	2	26	-3	8	-26	-6	-2	11
68	O=C(CN1C(=O)NC2(CCCCCCC2)C1=O)NC(=O)NCc1ccco1	-16	-7	-4	1	-7	-2	-14	0	13
69	CCn1ncc(CN2CCCC(C(=O)c3cccc(OC(C)C)c3)C2)c1C (stereo unspecified)	-19	2	14	0	-4	-11	2	7	2
70	Cc1cccc(-n2nnnc2SCC(=O)c2cc(C)n(CC3CCCO3)c2C)c1 (stereo unspecified)	-16	-6	-1	1	-3	-13	-14	8	8
71	COc1cc(-c2ccccc2)nc(N)n1	-18[20 µM]	-7	2	-1	-8	-5	2	0	9
72	Cc1nn(C)cc1C(C(=O)NC1CCCCC1)N(Cc1ccc(F)cc1)C(=O)c1cnccn1 (stereo unspecified)	-12	-8	2	2	-4	5	10	7	11&6
73	Nc1nc(N)nc(-c2ccc(Oc3ccccc3)cc2)n1	-19[20 µM]	-6	5	-1	5	7	-8	3	21

Bioassay records deposited in PubChem by several laboratories.
